Screens deposited in PubChem by Broad Institute.
CD40 NFkB inh – CD40 pathway inhibition in BL2 cells | BL2 NF-kB luciferase reporter, CD40L-induced, 4 h | inhibition, % at 10 µM | actives 0.94% (n = 83,000);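 active means mean inhibition of at least 50% with a set share of replicates also reaching that level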;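 further: 0% = neutral control wells and 100% = IKK inhibitor VII at 50 µM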
Starred values were filed as active, the others as inactive; & = joins results of further samples; [ ] = another dose, or the depositor's remark. Some of the compounds tested; rates above refer to the full screens.

SMILES	CD40 NFkB inh
C[C@@H]1CN([C@@H](C)CO)C(=O)CCCn2nncc2CO[C@H]1CN(C)C(=O)Oc1cccc2ccccc12	2.1[25 µM]
CN(C)C(=O)Oc1noc2cc(Cl)ccc12	5.2
CCCNC(=O)c1c(N)n(Cc2ccc3c(c2)OCO3)c2nc3ccccc3nc12	24.8
CC1(C)C(=O)CC[C@@]2(C)C1=CCC1C2CC[C@]2(C)C(=O)CCC12 (some centres not stated)	5.3
CCCc1nnc(NC(=O)CCC(=O)N2CCC3(CC2)OCCO3)s1	6.7
C[C@]12CC[C@H](O)CC1C(=O)CC1C2CC[C@@]2(C)C1CC[C@@H]2O (some centres not stated)	8.8
NCCCCCC(=O)OC1N=C(c2ccccc2Cl)c2cc(Br)ccc2NC1=O (configuration not stated)	-1.9
N#CCCn1cc(C(=O)Nc2ccc([N+](=O)[O-])cc2)c(-c2ccc3c(c2)OCCO3)n1	1.3
CCCN1[C@@H]2c3ccc(-c4cccc(OC)c4)c(=O)n3C[C@H]1[C@H](CO)[C@H]2C(=O)OC	-10.8[25 µM]
COc1ccc(OC)c([C@@H](O)[C@H](C)NC(C)(C)C)c1	-5.2
O=C(NC(Cc1ccccc1)C(=O)N1CCC2(CC1)OCCO2)C1CCCCC1 (configuration not stated)	10.0
CC12CN3CC(C)(CN(C1)C3c1cccs1)C2=O (configuration not stated)	-2.3
Oc1ccc(CCNCc2cc3c(cc2Br)OCO3)cc1	-3.6
OCC1OC(n2cnc3cc(Cl)c(Cl)cc32)C(O)C1O (configuration not stated)	47.0*
Cc1ccc2c(C)cccc2c1	7.2
CCC1CCC(C)N(N=O)C1 (configuration not stated)	11.0
N#Cc1ccc(-c2ccc([C@@H]3[C@@H](CO)N4CCCCN(C(=O)Cc5ccccc5)C[C@H]34)cc2)cc1	5.7[25 µM]
O=C(COc1ccccc1)N1CCN(Cc2c[nH]c3ccccc23)CC1	13.4
Cc1cccc(OCC(=O)N2CCN(Cc3ccc4c(c3)OCO4)CC2)c1	3.6
C/C=C/c1ccc(C2[C@@H]3CN(Cc4cncnc4)C[C@H]2N3)cc1 (some centres not stated)	8.7[25 µM]
CC(=O)OC1C2CCCC1C(N1CCCC1)CC2 (configuration not stated)	2.9
COc1cccc(C(=O)C2CCCN(Cc3ccc4nsnc4c3)C2)c1 (configuration not stated)	3.6
O=C(Cc1ccccn1)N1CCCCN2[C@H](CO)[C@@H](c3ccc(Br)cc3)[C@@H]2C1	1.3[25 µM]
C=CCN1[C@@H]2CN(C(C)=O)C[C@H]1C2c1ccc(Br)cc1 (some centres not stated)	11.4&11.4
O=C(COc1ccccc1)N1CCN(CCN2C(=O)c3cccc4cccc(c34)C2=O)CC1	11.4

Next entries:
SMILES	CD40 NFkB inh
CC(NC(=O)Cc1cccc2ccccc12)C(=O)N1CCC(=O)CC1 (configuration not stated)	-2.2
O=C(O)[C@H]1[C@H](CO)[C@H]2Cn3c(ccc(-c4ccc(F)cc4)c3=O)[C@@H]1N2CC1CCCCC1	-2.8[25 µM]
C(#CCN1CCCCC1)COCc1ccccc1	-12.5
O=C(Cc1ccccc1F)N1CCN(CC(=O)N2CCCC2)CC1	12.3
c1ccc(C(c2ccccc2)c2cccnc2)cc1	7.0
O=C1NCN(c2ccccc2)C12CCN(CCCOc1ccc(F)cc1)CC2	4.8[25 µM]
O=C(Cc1ccccc1)OCC(=O)c1ccc(F)cc1	-38.8
COc1ccc(CCNCc2ccc(C)s2)cc1OC	7.9
O=C(c1ccc(Cl)cc1)C1CCCN(Cc2cccc3cccnc23)C1 (configuration not stated)	17.0
COc1ccc(OC(=O)N(C)C[C@H]2OCc3cnnn3CCCC(=O)N([C@H](C)CO)C[C@@H]2C)cc1	-1.2
CCN1C(=O)CC(c2cccnc2)=Nc2ccccc21	19.8
Cc1ccc(S(=O)(=O)NC(CC(=O)N2CCC3(CC2)OCCO3)c2ccco2)cc1 (configuration not stated)	1.9
C/C=C/c1ccc(C2[C@@H]3CN(S(C)(=O)=O)C[C@H]2N3)cc1 (some centres not stated)	4.2[25 µM]
Cc1ccc(OC(=O)N(C)C[C@@H]2OCc3ccccc3-c3c(n(C)c4ccccc34)C(=O)N([C@@H](C)CO)C[C@H]2C)cc1	55.2*[25 µM]
CNC(=O)OCCc1nccn1C	8.2
CSc1ccccc1C(=O)C1CCCN(Cc2ccn[nH]2)C1 (configuration not stated)	5.3
CCOC(=O)c1c(N)n(CCCOC(=O)c2ccco2)c2nc3ccccc3nc12	-13.3
Cc1ccc(C(C)C)c(OCC(=O)N2CCN(CC(=O)N3CCOCC3)CC2)c1	-7.6
O=[N+]([O-])c1ccc(C(c2ccc([N+](=O)[O-])cc2)c2ccc([N+](=O)[O-])cc2)cc1	18.2
CC(=O)Nc1ccccc1C(=O)OCC(=O)c1cccc2ccccc12	11.9
C[C@H]1CN([C@@H](C)CO)C(=O)CCCn2nncc2CO[C@@H]1CN(C)C(=O)Oc1cccc2ccccc12	2.1[25 µM]
Cc1ccc(OP2(=O)Nc3cc(C)c(C)cc3S2)cc1 (configuration not stated)	-25.1
CCCCn1c(=O)c(C(=O)Nc2ccsc2C(=O)OC)c(O)c2ccccc21	8.5
COc1ccc2c(c1O)-c1cc(O)cc3c1[C@@H](C2)N(C)CC3	-18.8[25 µM]
CCOc1ccccc1NC(=O)N1CCC2(CC1)OCCO2	11.0
CCOC(=O)C1(c2ccccc2)CCN(CCc2ccc(NC(=O)CCC(=O)O)cc2)CC1	4.9
